Screens: PubChem BioAssay, several laboratories
OPRM1-OPRD1 ag – agonists of human mu-delta opioid receptor heterodimerization. P35372+P41143. cells, OPRM1-OPRD1 heterodimerization, luminescence. activation, % at 9.3 µM. 0.3% of 340,000 active; in the data active = activation above about 18%;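 note: 0% = vehicle-treated cells and 100% = reference agonist; values of inactives mirror those of a sister screen read the other way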
Target sequence (P35372 whole entry, looked up): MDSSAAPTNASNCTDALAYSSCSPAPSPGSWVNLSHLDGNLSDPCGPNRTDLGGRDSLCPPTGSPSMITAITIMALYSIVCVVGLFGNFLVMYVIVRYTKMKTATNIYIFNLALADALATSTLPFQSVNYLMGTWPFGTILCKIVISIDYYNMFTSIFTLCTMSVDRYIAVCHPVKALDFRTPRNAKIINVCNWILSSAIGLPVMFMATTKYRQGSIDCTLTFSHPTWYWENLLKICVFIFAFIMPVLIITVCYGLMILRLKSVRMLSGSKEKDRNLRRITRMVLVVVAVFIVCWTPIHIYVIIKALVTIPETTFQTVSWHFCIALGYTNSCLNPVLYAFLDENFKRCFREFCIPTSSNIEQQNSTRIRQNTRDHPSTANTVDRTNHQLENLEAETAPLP
Target sequence (P41143 whole entry, looked up): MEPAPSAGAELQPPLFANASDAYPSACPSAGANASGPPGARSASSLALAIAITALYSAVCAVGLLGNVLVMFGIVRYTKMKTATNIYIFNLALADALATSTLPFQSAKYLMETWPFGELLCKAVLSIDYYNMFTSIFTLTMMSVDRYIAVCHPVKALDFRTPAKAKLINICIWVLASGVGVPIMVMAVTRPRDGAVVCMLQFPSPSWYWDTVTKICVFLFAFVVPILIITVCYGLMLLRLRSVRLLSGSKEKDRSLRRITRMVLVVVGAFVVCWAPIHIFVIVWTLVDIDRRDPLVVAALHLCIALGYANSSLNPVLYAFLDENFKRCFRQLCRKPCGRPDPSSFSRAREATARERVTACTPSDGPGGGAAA
Tat export inh – blocks Tat-dependent protein export in E. coli; 0.036% of 340,000 active; inhibition, % at 10 µM; E. coli MC4100 TorA-mCherry Tat export, fluorescence;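 active = mean replicate inhibition at least 50% and at least half of replicates individually reaching 50%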;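 note: exported cargo escapes ClpAP degradation while cytoplasmic cargo is degraded and loses fluorescence; 0% = median of neutral control wells and 100% = median of NaSCN control wells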
PfHsp90 set2 – growth inhibition of yeast expressing Plasmodium Hsp90 | S. cerevisiae expressing PfHsp90, BacTiter-Glo ATP, 48 h; yeast lacking PDR1 and PDR3 efflux regulators | inhibition, % at 9.4 µM | 0.32% of 310,000 active | AID 504621;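 active = every replicate shows inhibition above about 80%, whatever the replicate mean, limit read from the data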;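 note: 0% = DMSO neutral controls and 100% = 20 µM radicicol positive controls; yeast relying on Plasmodium falciparum Hsp90 in place of its own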
phage Ecoli inh – E. coli growth loss with phage present; inhibition, % at 11.9 µM; 0.26% of 360,000 active; growth absorbance; AID 651602; in the data active = inhibition above about 11%
Pemphigus Ab inh – human desmoglein-3 autoantibody binding inhibition; P32926; DSG3-coupled beads, scFv-anti-DSG3-GFP binding, flow cytometry; stronger effect = lower value; binding (percent of control), % at 10 µM; 0.48% of 310,000 active;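 active = binding more than 3 SD below its plate's average and above zero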;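 note: hits lower antibody fragment binding to DSG3; some compounds called inactive have numbers as strong as hits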
Ecoli viability – counter-screen for AddAB inhibitors: E. coli growth inhibition; E. coli V3065 growth, OD600 absorbance, 18 h; inhibition, % at 11.9 µM; 0.27% of 330,000 active;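 active = inhibition above the campaign's mean inhibition across all tested compounds plus 3 SD, cut at about 9.9% in these data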;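 note: uninfected addAB+ strain grown without phage in ampicillin broth; 0% = DMSO wells and 100% = ciprofloxacin 0.95 µg/ml wells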
AddAB inh – less growth of phage-infected E. coli with AddAB. E. coli expressing H. pylori AddAB, absorbance growth. inhibition, % at 11.9 µM. 0.29% of 330,000 active. AID 435030; in the data active = inhibition above about 12%;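 note: 0% = vehicle wells of infected cells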
SUMO Mot1 rescue – inhibitors of SUMOylation pathway: yeast Mot1-301 growth rescue | S. cerevisiae Mot1-301 growth rescue, ATP luminescence, 38.5C; percent above DMSO median, 100 means doubled | growth rescue, % at 18.8 µM | 1% of 320,000 active | AID 2716;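 active = every valid replicate shows activation above 250% relative to neutral control wells; inactive = the rest, any valid replicate at or below 250%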;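 note: OY570 slx delta 5 strain wells were the positive control but not used for scaling; some compounds called inactive have numbers as strong as hits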
PKA-R1A activ – PKA-R1A complex activation; P00514+P68181; PKA-R1A dissociation, Cy5-IP20 fluorescence polarization; scaled: DMSO 0%, 113 µM cGMP 100%; activation, % at 11.4 µM; 0.083% of 340,000 active; AID 504707;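 active = percent activation above the mean of all tested compounds plus 3 SD, cut at about 19% in these data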;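 note: higher means more PKAc released from R1A so a rise in polarization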
MOR-DOR inv ag – inverse agonists of human mu-delta opioid receptor heterodimerization | 0.21% of 340,000 active | inhibition, % at 9.3 µM | P35372+P41143 | cell-based MOR-DOR heterodimer luminescence, inverse agonism; in the data active = inhibition above about 22%, passing the limit was not always enough;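 note: 0% = cells with DMSO and 100% = wells without cells with DMSO; values of inactives mirror those of a sister screen read the other way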
Arrestin-AP2 inh – blocks beta-arrestin peptide binding to AP2 adaptin; FITC-arrestin peptide / GST-AP2 beads, flow cytometry; AP2 beta2 appendage carries R879A mutation; inhibition, % at 10 µM; 0.31% of 340,000 active;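 active = inhibition above a set limit, near 3 SD of compounds lacking own fluorescence, cut at about 54% in these data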;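 note: plate controls were DMSO wells for no effect and 5 µM unlabelled arrestin peptide for full effect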
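System: GST-AP2 R879A bound to glutathione beads, E. coli-expressed. Also added: 50 nM FITC-arrestin peptide. Schedule: compound with beads 12 min RT, then probe 1 h RT. Signal: bead flow cytometry, FITC channel. Read-out basis: percent response.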
* marks the source's active call; other numbers are inactive results; x = not tested or not shown. Not a hit list. About 2.8% of those tested had a hit in this group.

SMILES	OPRM1-OPRD1 ag	Tat export inh	PfHsp90 set2	phage Ecoli inh	Pemphigus Ab inh	Ecoli viability	AddAB inh	SUMO Mot1 rescue	PKA-R1A activ	MOR-DOR inv ag	Arrestin-AP2 inh
CCn1c(SCC(=O)Nc2nnc(C)s2)nnc1-c1ccncc1	-0.2	13	x	0.4	125	-3.4	-2.2	10	1	1	6
Cc1ccc(S(=O)(=O)N2CCN(S(C)(=O)=O)C2)cc1	1.0	11	-4	1.4	98	0.4	0.9	-12	3	-6	0
CCN(CC(=O)Nc1cc(S(=O)(=O)N2CCCCC2)ccc1C)Cc1ccccc1	0.9	4	6	2.4	101	-0.4	1.7	-9	2	-6	-2
S=C1COC(c2ccccc2)N1c1ccccc1 (stereo unspecified)	-2.9	0	-2	2.4	106	-1.5	0.0	23	-2	15	3
Cc1ccc(CN2CCN(/N=C/c3ccc(C(=O)O)cc3)CC2)cc1	-3.4	-5	4	0.7	82	1.9	3.4	-8	-13	17	-12
CCOc1ccccc1C1C(C(N)=O)=C(C)Nc2nc(-c3ccc(OC)cc3)nn21 (stereo unspecified)	-0.9	5	2	0.5	104	0.1	0.5	-22	-14	5	4
CCOC(=O)c1cc(-c2csc(-c3ccc(C(C)(C)C)cc3)n2)on1	-0.8	3	-23	2.8	x	-0.1	0.9	-9	-1	4	-1
COc1ccc(-c2cn(-c3ccc(C)cc3C)c(=O)[nH]2)cc1OC	-0.1	-5	1	1.1	107	4.0	-0.6	-10	8	0	4
COC(=O)c1ccccc1NC(=O)CSc1nc2c(c(=O)[nH]1)CCC2	0.4	1	-7	3.2	108	-0.1	1.6	3	12	-2	14
O=C(O)c1ccc(C(=O)Nc2cccc(NC(=O)C3CCCO3)c2)cc1 (stereo unspecified)	-1.8	-1	11	x	100	-0.2	-2.3	30	-5	10	-7
O=C(O)CCCC(=O)N1CCOCCOCCOCCOCC1	-3.3	-1	0	-1.8	96	-2.6	-3.0	11	2	15	7
O=C(COc1ccc2ccccc2c1)NC1=NCCS1	-1.2	2	-6	-0.3	92	5.3	2.4	-20	4	7	10
COc1ccc(OC)c(S(=O)(=O)N2CCCC(C(=O)NCc3ccccn3)C2)c1 (stereo unspecified)	1.9	6	15	0.7	107	-0.9	-1.1	85	5	-16	3
CCC(c1nc2ccccc2c(=O)n1-c1nc2ccccc2s1)N1C(=O)c2ccccc2C1=O (stereo unspecified)	-2.9	2	-91	1.7	99	0.9	-0.5	359*	-9	18	27
O=C(CSc1nc2ccccc2c(=O)[nH]1)N1CCOCC1	-3.1	-4	-15	2.3	101	1.1	1.6	-4	-1	18	2
CC(C)(C)NC(=O)NC(=O)COc1ccccc1C#N	-1.1	-2	-12	1.5	104	-0.4	1.3	6	0	6	4
O=C(OCc1ccc(C(=O)c2ccccc2)cc1)c1cccc(-c2nnc(-c3ccccc3)o2)c1	-4.1	1	7	3.1	105	0.5	-0.6	620	-1	21	3
COc1ccc(CCNC(=O)CN(C2CCCCC2)S(C)(=O)=O)cc1OC	1.3	-3	28	1.6	100	0.6	-1.1	3	-6	-8	-24
Cc1ccc2ccc(C3C(=O)c4ccccc4C3=O)nc2c1	0.7	-5	-14	1.8	80	0.1	3.7	168	6	-4	2
Cc1ccc(CNC(=O)C2CSC3(C)CCC(=O)N23)cc1 (stereo unspecified)	-1.1	0	x	1.6	95	0.7	0.2	-11	11	6	-1
CN(C)S(=O)(=O)c1ccc(C(=O)NCC[N+]2(C)CCCCCC2)o1	-2.8	-6	-3	2.0	134	-0.4	-0.4	-7	5	14	-15
O=C(CSc1nc2ccccc2o1)NCC1CCCO1 (stereo unspecified)	-0.3	0	9	1.0	103	2.8	2.1	-4	4	2	1
COc1ccc(-c2nc(-c3ccccn3)no2)cc1	-5.0	-5	86*	6.7	92	-1.4	2.6	101	-5	25	1
O=C(Nc1cccc(C(=O)N2CCOCC2)c1)C1CCCC1	1.4	4	9	2.0	99	x	x	x	1	-7	0
CC(C)C1NC(=S)N(C2CCCCC2)C1=O (stereo unspecified)	-1.3	-5	3	2.3	x	0.2	0.2	11	-5	6	11

13 compounds already listed, arranged by molar mass, ascending:
SMILES	OPRM1-OPRD1 ag	Tat export inh	PfHsp90 set2	phage Ecoli inh	Pemphigus Ab inh	Ecoli viability	AddAB inh	SUMO Mot1 rescue	PKA-R1A activ	MOR-DOR inv ag	Arrestin-AP2 inh
COc1ccc(-c2nc(-c3ccccn3)no2)cc1	-5.0	-5	86*	6.7	92	-1.4	2.6	101	-5	25	1
O=C(COc1ccc2ccccc2c1)NC1=NCCS1	-1.2	2	-6	-0.3	92	5.3	2.4	-20	4	7	10
Cc1ccc2ccc(C3C(=O)c4ccccc4C3=O)nc2c1	0.7	-5	-14	1.8	80	0.1	3.7	168	6	-4	2
O=C(CSc1nc2ccccc2o1)NCC1CCCO1 (stereo unspecified)	-0.3	0	9	1.0	103	2.8	2.1	-4	4	2	1
O=C(Nc1cccc(C(=O)N2CCOCC2)c1)C1CCCC1	1.4	4	9	2.0	99	x	x	x	1	-7	0
Cc1ccc(CNC(=O)C2CSC3(C)CCC(=O)N23)cc1 (stereo unspecified)	-1.1	0	x	1.6	95	0.7	0.2	-11	11	6	-1
O=C(CSc1nc2ccccc2c(=O)[nH]1)N1CCOCC1	-3.1	-4	-15	2.3	101	1.1	1.6	-4	-1	18	2
COc1ccc(-c2cn(-c3ccc(C)cc3C)c(=O)[nH]2)cc1OC	-0.1	-5	1	1.1	107	4.0	-0.6	-10	8	0	4
O=C(O)c1ccc(C(=O)Nc2cccc(NC(=O)C3CCCO3)c2)cc1 (stereo unspecified)	-1.8	-1	11	x	100	-0.2	-2.3	30	-5	10	-7
CCOC(=O)c1cc(-c2csc(-c3ccc(C(C)(C)C)cc3)n2)on1	-0.8	3	-23	2.8	x	-0.1	0.9	-9	-1	4	-1
CN(C)S(=O)(=O)c1ccc(C(=O)NCC[N+]2(C)CCCCCC2)o1	-2.8	-6	-3	2.0	134	-0.4	-0.4	-7	5	14	-15
CCn1c(SCC(=O)Nc2nnc(C)s2)nnc1-c1ccncc1	-0.2	13	x	0.4	125	-3.4	-2.2	10	1	1	6
COc1ccc(OC)c(S(=O)(=O)N2CCCC(C(=O)NCc3ccccn3)C2)c1 (stereo unspecified)	1.9	6	15	0.7	107	-0.9	-1.1	85	5	-16	3

Next part:
SMILES	OPRM1-OPRD1 ag	Tat export inh	PfHsp90 set2	phage Ecoli inh	Pemphigus Ab inh	Ecoli viability	AddAB inh	SUMO Mot1 rescue	PKA-R1A activ	MOR-DOR inv ag	Arrestin-AP2 inh
CCN1CCN(C(=S)c2ccc(OCC(=O)N3CCOCC3)cc2)CC1	-0.3	-6	x	1.9	107	2.1	-1.3	244	2	1	-5
CCOc1ccccc1C(=O)NCC(=O)NCCSc1ccc(Br)cc1	3.9	2	-3	7.4	100	x	x	x	-14	-19	24
Cc1c(C(=O)N(Cc2ccccc2Cl)C2CCS(=O)(=O)C2)oc2ccccc12 (stereo unspecified)	11	-6	-6	2.5	94	0.3	-0.8	-25	-6	-66	13
COc1ccc(-c2cc(C(=O)N3CCC3)c3ccccc3n2)cc1OC	-3.4	3	x	3.3	103	-0.5	-1.0	13	3	18	-12
COc1cccc(C(=O)c2c[nH]c(C(=O)NCc3cccs3)c2)c1	-2.3	-3	-7	3.7	83	3.1	1.5	x	-4	11	8
O=C(Nc1nc2ccsc2c(=O)s1)c1ccco1	x	x	x	1.8	98	2.5	3.2	108	x	x	-2
O=C(O)c1[nH]c2ccc(Cl)cc2c1CCN1C(=O)c2ccccc2C1=O	-2.4	-2	18	1.5	98	-0.5	0.1	14	-1	12	33
CC1C2CC(C(CN(C)C)/C2=N/O)C1(C)C (stereo unspecified)	-1.2	-4	13	2.2	96	1.1	1.0	-10	-8	6	6
Cc1nc2ccccn2c1CN(C)C(=O)C1CCC(=O)N(Cc2cccc(F)c2)C1 (stereo unspecified)	-2.3	0	8	2.7	96	0.4	3.5	161	-11	12	10
Cn1c(Cc2ccc(Cl)cc2)nnc1SCC(=O)NC1CC1	-1.9	8	2	2.7	100	-0.1	-1.7	-20	-9	10	-22
CCCCCCCCCCCCN1[C@@H](CC(C)=O)c2cc(C(F)(F)F)ccc2S1(=O)=O	-1.5	-9	x	2.2	101	-1.4	1.0	9	2	8	27
C=CC1=C(C(=O)O)N2C(=O)[C@@H](NC(=O)/C(=N/OCC(=O)O)c3csc(N)n3)[C@H]2SC1	0.0	-18	-19	102*	69	98*	97*	328*	2	0	-2
Cc1nnsc1C(=O)NC(=O)Nc1ccc(F)c(Cl)c1	1.4	-9	-9	-1.8	114	2.5	1.6	9	-7	-7	12
Cc1ccc(-c2cc(-c3ccccc3Cl)[nH]n2)c(O)c1	8.1	5	-9	2.5	121	-1.8	4.1	54	-11	-37	-10
CC1(C)SC2c3ccccc3C(=O)N2[C@@H]1C(=O)NC1CCCC1 (stereo partly specified)	-3.3	7	25	3.9	104	-0.5	1.3	-17	-7	17	-9
CN(C)c1ccc(P(=O)(OC2CCCCC2)C(Nc2ccccc2)c2cccnc2)cc1 (stereo unspecified)	x	x	x	2.1	104	-1.3	0.9	4	x	x	-5
O=C(OCC(=O)N1CCCc2ccccc21)c1ccccc1NCCO	-1.2	3	7	2.8	123	-1.0	2.5	-17	-12	7	1
N/C(=N\OS(=O)(=O)c1ccccc1)c1ccccn1	1.7	-8	-3	3.1	98	-1.3	0.4	-4	-3	-10	-2
CCc1oc(C(=O)OC)cc1CSC(=N)N	-2.0	-9	-14	0.6	100	1.6	3.8	425	1	10	5
O=C(CN1C(=O)S/C(=C\c2ccc(F)cc2)C1=O)Nc1cccc(S(=O)(=O)NCc2ccco2)c1	-1.4	-3	x	1.6	109	-0.2	-0.5	2	-9	7	12
CC(C)C(=O)Nc1ccc(C(=O)NCc2cccnc2)cc1	-0.5	-7	1	2.5	103	0.7	1.2	-4	-13	3	8
CCc1nnc(NS(=O)(=O)c2ccc(NC(=O)/C=C/C(=O)O)cc2)s1	-1.0	0	-2	-1.6	140	3.2	5.9	248	7	5	-7
CC(NC(=O)c1cc([N+](=O)[O-])cc([N+](=O)[O-])c1)c1ccc(-n2ccnc2)cc1 (stereo unspecified)	3.5	-1	-4	-0.4	110	-0.3	-2.5	85	4	-14	-13
Cc1ccc(C)c(NC(=O)CN(C)C(=O)c2cc3ccccc3oc2=O)c1	1.0	7	x	0.7	96	-2.0	1.3	110	1	-4	-3
